COUP-TFII inh – blocks human COUP-TFII nuclear receptor; P24468; HEK293T NGFI-A luciferase reporter, luminescence; inhibition, % at 8.6 µM; actives 0.7% (n = 370,000);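 active means inhibition above a per-plate cutoff, mean inhibition of test wells between control levels plus 3 SD, cut at about 38% in these data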;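 further: cells cotransfected with COUP-TFII expression vector driving the NGFI-A reporter; 0% = median of COUP-TF2 test wells and 100% = reporter-only cells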
SRC2 inh – human SRC2 (NCOA2) inhibition. AID 651957. HEK293 GAL4-SRC2 luciferase reporter, luminescence. inhibition, % at 9 µM. actives 0.17% (n = 370,000). Q15596;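 active means inhibition above the mean inhibition of all tested compounds plus 3 SD, set per campaign, cut at about 52% in these data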;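 further: 0% = DMSO treated cells and 100% = cells given Gossypol at 36 µM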
Target sequence (Q15596 whole entry, looked up, the tested form may be a part): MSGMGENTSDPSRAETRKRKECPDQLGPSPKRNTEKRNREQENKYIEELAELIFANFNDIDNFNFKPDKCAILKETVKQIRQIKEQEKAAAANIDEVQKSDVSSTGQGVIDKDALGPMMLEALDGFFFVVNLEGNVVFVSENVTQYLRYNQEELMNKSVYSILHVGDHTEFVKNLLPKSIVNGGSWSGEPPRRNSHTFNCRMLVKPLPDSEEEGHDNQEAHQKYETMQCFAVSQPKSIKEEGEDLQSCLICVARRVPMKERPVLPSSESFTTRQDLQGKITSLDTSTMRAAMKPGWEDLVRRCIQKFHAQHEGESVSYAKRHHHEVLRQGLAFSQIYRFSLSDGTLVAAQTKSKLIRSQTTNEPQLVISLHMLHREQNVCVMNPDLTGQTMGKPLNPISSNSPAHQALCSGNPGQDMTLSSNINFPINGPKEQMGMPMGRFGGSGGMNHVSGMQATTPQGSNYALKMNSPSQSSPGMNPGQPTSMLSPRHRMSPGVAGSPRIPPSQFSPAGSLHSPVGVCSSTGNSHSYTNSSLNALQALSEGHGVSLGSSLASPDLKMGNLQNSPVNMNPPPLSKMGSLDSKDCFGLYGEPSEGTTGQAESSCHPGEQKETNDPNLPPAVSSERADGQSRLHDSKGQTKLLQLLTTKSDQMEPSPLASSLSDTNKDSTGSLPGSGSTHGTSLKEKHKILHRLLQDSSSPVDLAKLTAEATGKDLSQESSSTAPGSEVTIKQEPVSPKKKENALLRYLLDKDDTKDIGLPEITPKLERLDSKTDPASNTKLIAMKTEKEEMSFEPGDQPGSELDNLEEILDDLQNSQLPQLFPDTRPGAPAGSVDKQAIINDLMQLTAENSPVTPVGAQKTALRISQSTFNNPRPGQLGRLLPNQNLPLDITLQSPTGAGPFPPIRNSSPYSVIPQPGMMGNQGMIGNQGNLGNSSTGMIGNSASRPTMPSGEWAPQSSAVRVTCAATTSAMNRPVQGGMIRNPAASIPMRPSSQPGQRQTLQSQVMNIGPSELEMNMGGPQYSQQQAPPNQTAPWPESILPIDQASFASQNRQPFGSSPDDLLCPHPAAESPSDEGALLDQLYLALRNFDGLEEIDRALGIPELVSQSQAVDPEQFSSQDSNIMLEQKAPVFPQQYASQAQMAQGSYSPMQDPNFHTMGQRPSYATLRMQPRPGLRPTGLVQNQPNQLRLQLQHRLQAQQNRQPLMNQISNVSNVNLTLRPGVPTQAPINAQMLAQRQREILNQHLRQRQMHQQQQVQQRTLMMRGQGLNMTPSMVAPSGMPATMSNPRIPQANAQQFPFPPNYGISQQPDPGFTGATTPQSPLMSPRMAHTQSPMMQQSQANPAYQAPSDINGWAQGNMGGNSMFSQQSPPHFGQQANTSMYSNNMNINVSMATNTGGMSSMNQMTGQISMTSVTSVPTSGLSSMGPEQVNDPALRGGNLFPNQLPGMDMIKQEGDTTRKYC
LRH-1 inv ag – inverse agonists of human LRH-1 (NR5A2) | O00482 | inhibition, % at 3.6 µM | HEK293T StAR-luciferase reporter, LRH-1 transfected, 24 h | AID 602396 | actives 0.13% (n = 360,000);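 active means inhibition above the mean inhibition of all tested compounds plus 3 SD, cut at about 73% in these data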;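 further: 0% = DMSO wells and 100% = reporter-only cells lacking LRH-1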
CF NFkB block – inhibitors of cystic fibrosis induced NF-kB; actives 0.86% (n = 360,000); KKLEB NF-kB-GFP reporter, PAF-induced, GFP fluorescence overnight; inhibition, % at 5 µM;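 active means at least 50% inhibition at 5 µM, scaled per plate between neutral and stimulator controls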;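 further: PAF is a Pseudomonas aeruginosa culture filtrate used as stimulus; plate controls were PAF-stimulated DMSO wells for no effect and unstimulated DMSO wells for full effect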
TROY signal inh – TROY signaling inhibition. inhibition, % at 10 µM. Q293 LMP1-TROYcd NF-kB luciferase reporter, 4 h. AID 1347056. actives 0.98% (n = 360,000);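 active means compounds whose plate-normalised and pattern-corrected inhibition of the luciferase reporter signal at the single screening dose is 50% or more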
EBV LMP1 NFkB – reduces LMP1-driven NF-kappaB luciferase signal. LMP1-induced NF-kappaB luciferase reporter cells, luminescence. inhibition, % at 12.5 µM. actives 0.69% (n = 350,000). AID 504558; in the data active means inhibition above about 41%;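 further: 0% = neutral control wells and 100% = reference inhibitor control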
KKLEB cytotox – CF airway cell cytotoxicity counter-screen; activity change (cytotoxicity), % at 5 µM; AID 602141; KKLEB CF airway cells viability, ATPlite luminescence, overnight; hits give low values; cells stimulated with P. aeruginosa culture filtrate; actives 0.36% (n = 360,000);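 active means corrected activity change at or below -50% at 5 µM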
SRC3 inh – inhibits human SRC3 coactivator. Q9Y6Q9. HEK293 GAL4-SRC3 luciferase reporter, luminescence. inhibition, % at 3.6 µM. actives 0.17% (n = 360,000);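 active means inhibition above a per-campaign cutoff, the mean of all compounds plus 3 SD, cut at about 60% in these data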;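 further: 0% = DMSO-treated cells and 100% = gossypol-treated cells at 36 µM; higher means less SRC3-driven luciferase light from the GAL4 reporter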
TWEAK Fn14 block – blocks TWEAK-Fn14 interaction in a reporter cell assay; TWEAK-stimulated Fn14 reporter cells, luciferase luminescence, 8 h; inhibition, % at 10 µM; actives 2% (n = 360,000); AID 1159606; in the data active means inhibition above about 50%
C8 TRAIL sens – sensitizes caspase-8 expressing cells to TRAIL. NB7+C8 cells + TRAIL, ATPlite viability luminescence. inhibition (viability loss, TRAIL sensitization), % at 10 µM. actives 1% (n = 360,000). AID 624354;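 active means compounds causing at least 50% loss of cell viability in the single-dose screen, relative to plate controls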
SRC1 inh – inhibits human SRC1 coactivator | inhibition, % at 3.6 µM | Q15788 | HEK293 GAL4-SRC1 luciferase reporter, luminescence | actives 0.12% (n = 360,000);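 active means inhibition above the campaign mean plus 3 SD, with each screening campaign given its own cutoff, cut at about 60% in these data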;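 further: 0% = DMSO treated cells and 100% = gossypol at 36 µM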
An asterisk follows results filed as active; . = no result given.

SMILES	COUP-TFII inh	SRC2 inh	LRH-1 inv ag	CF NFkB block	TROY signal inh	EBV LMP1 NFkB	KKLEB cytotox	SRC3 inh	TWEAK Fn14 block	C8 TRAIL sens	SRC1 inh
CCOc1ccc(N(C(=O)c2snc(C(N)=O)c2N)C(C(=O)NCC2CCCO2)c2ccc(C)o2)cc1 (centres undefined)	0	12	-5	9	1	0	2	10	-5	13	-13
Cc1cccc(CCN2C(N(C)C)=NC[C@@H]2Cc2ccccc2)c1	1	-21	8	-6	-4	-2	6	9	-6	4	12
CC(C)(C)C1C=C(Sc2ccccc2)C(=O)O1 (centres undefined)	-6	-12	8	3	-33	0	8	21	-3	-12	-49
Cc1ccccc1-c1cc2nc(NCCCN(C)C)n(C)c(=O)c2s1	-15	5	-1	-12	-13	.	4	-16	-20	12	7
CCN1CCN(C(c2cccs2)C(C)NC(=O)c2ccccc2)CC1 (centres undefined)	18	20	15	4	2	0	8	-30	9	0	-4
CCc1c(C)nn(C(=O)/C(C#N)=C\N(C)C)c1C	-6	9	-11	0	12	-7	-1	0	-20	3	2
COc1ccc(CNS(=O)(=O)c2cc(OCC(N)=O)c(C)cc2Cl)cc1	8	-6	24	9	-25	3	4	-7	16	-8	2
Cc1cccc(C(=O)Nc2sc3c(c2C(=O)O)CCC3)c1	25	-18	24	3	-32	11	-3	15	20	4	23
O=C(N/N=C/C(c1ccccc1)c1ccccc1)c1ccccc1F	-33	-18	-57	-11	-28	1	10	-44	11	-3	-46
C#CCCc1cscc1/C=[N+](\[O-])c1ccc(C(=O)OCC)cc1	-15	-7	-18	-14	-74	-21	-3	-46	-16	-5	-43
CNC[C@@H]1Oc2cc(Br)ccc2S(=O)(=O)N([C@H](C)CO)C[C@H]1C	-9	-13	-12	-12	1	5	15	-5	-15	-5	9
O=C(NCc1ccc2c(c1)OCO2)C1CCCN(S(=O)(=O)c2cccnc2)C1 (centres undefined)	-8	-14	-8	22	-54	-2	-21	10	-14	29	-15
CCN(CC)S(=O)(=O)c1cc(NC(=O)CNc2c(C)n(C)n(-c3ccccc3)c2=O)ccc1C	8	-5	0	-2	9	2	0	-14	1	-14	-16
CCn1nc(C)c(CNC(=O)CC2C(=O)NCCN2CC(C)C)c1C (centres undefined)	9	-14	15	-14	7	-5	15	-5	-14	17	9
Cn1c(=O)cc(OCCCC(=O)NC2CCCC2)c2ccccc21	-92	-60	29	-101	-44	15	6	17	1	-17	-50
Cn1ncc(Cl)c1C(=O)N1CCN(c2ccc(Cl)c(Cl)c2)CC1	7	14	15	-21	24	6	18	22	3	6	2
COc1ccc(NC2CCCN(C(=O)CCCN3CCCCC3=O)C2)cc1 (centres undefined)	-17	0	2	-17	-18	6	9	0	9	0	-9
O=S(=O)(c1ccccc1)c1cc(O)ccc1O	-16	1	8	-4	-3	-8	-5	12	15	5	-27
CC(C)C(NC(=O)C1CCCCC1)C(=O)NCc1ccccn1 (centres undefined)	7	-25	-4	9	27	-5	-6	-11	-7	0	13
COc1ccc(NC(=O)/C=C/c2cccc(F)c2)cn1	-36	-54	-165	-4	-45	-33	9	-69	-11	12	-99
CSc1ccc(CN2CCC(n3nccc3NC(=O)CCCc3ccccc3)CC2)cc1	22	19	3	15	28	18	-20	-14	17	15	15
COc1cc(N)ccc1NC(=O)c1cccs1	4	-28	9	-4	-7	-6	5	-7	6	1	-17
Cc1ccc(F)cc1NC(=S)NCCc1ccccc1	10	22	-17	12	-10	3	-4	14	17	-2	-7
CSc1nc2c(c(=O)[nH]1)C(c1cccc(Br)c1)CC(=O)N2 (centres undefined)	5	-6	-6	10	11	6	1	-5	-3	-5	5
Cc1[nH]c(=O)c(C(=O)c2ccccc2O)cc1C(=O)O	-2	15	-1	-16	8	-3	2	16	-8	-7	-4
Next part
SMILES	COUP-TFII inh	SRC2 inh	LRH-1 inv ag	CF NFkB block	TROY signal inh	EBV LMP1 NFkB	KKLEB cytotox	SRC3 inh	TWEAK Fn14 block	C8 TRAIL sens	SRC1 inh
c1ccc(CNCC2COc3ccccc3O2)cc1 (centres undefined)	-14	-41	-6	4	-24	-7	-4	-42	-9	-10	-70
CCOC(=O)C1=C(COC(=O)COc2ccccc2OCC)NC(=O)NC1C (centres undefined)	-1	11	12	-8	-8	0	3	1	13	-2	-8
Cc1ccc(C)n1-c1nn(S(=O)(=O)c2cccc3cccnc23)c2cccc(F)c12	9	6	4	-11	5	-6	8	-6	6	6	0
N#Cc1ccc(OC(=O)C2CCN(C3=NS(=O)(=O)c4ccccc43)CC2)cc1	-3	14	-23	-20	6	23	20	-5	18	2	3
COc1ccc2cc(C(C)C(=O)N3CCC(C(N)=O)CC3)ccc2c1 (centres undefined)	-5	4	-12	7	-6	-2	-2	-15	7	-2	-4
c1ccc2c(-c3nnc(SCc4cn5ccccc5n4)o3)c[nH]c2c1	-6	-31	-26	6	-58	-1	1	-30	-34	-10	-49
N#CCCN1CCN(S(=O)(=O)c2ccc(S(=O)(=O)NC3CCCC3)cc2)CC1	-15	-17	6	20	-2	-5	-12	8	5	10	3
COc1ccc(Cl)cc1S(=O)(=O)N1CCCc2ccccc21	10	-3	1	-3	-9	1	-3	-2	10	14	-3
COc1ccc(CN(C(=O)CNC(=O)c2ccco2)C(C(=O)NCC2CCCO2)c2ccccc2)cc1 (centres undefined)	5	-4	-10	0	17	7	3	2	3	-14	-22
Cc1ccc(N2CC(C(=O)NC3CCSC3=O)CC2=O)cc1 (centres undefined)	10	-9	-2	12	-8	-11	-7	9	7	-5	-6
C/C=C/c1cccc(-c2nc(C(=O)N3CCCCC3)cc3c2[C@@H](CCO)N(C(=O)NC(C)C)C3)c1	-10	-12	-13	.	-2	.	.	.	-5	-6	.
COc1ccc(CN2CCCC(CNC(=O)c3ccc(F)cc3)C2)c(F)c1 (centres undefined)	7	13	-9	-4	15	7	8	11	12	-1	-8
O=C(N1CCCCCC1)N1CCN(S(=O)(=O)N2CCCCC2)CC1	-12	-14	6	-5	4	-17	1	19	-7	-5	-13
COCCN(CC(=O)Nc1cccc(C)c1C)C(=O)C1(c2ccccc2)CC1	3	0	2	13	-7	3	14	8	-3	1	-3
COc1cc2c(cc1O)[C@@H]1Cc3cc(OC)c(OC)cc3C(C2)N1C	8	2	8	4	-10	-4	-2	-9	-6	0	-9
CCOC(=O)CN(c1ccccc1C)S(=O)(=O)c1ccc(Cl)cc1	3	1	8	-9	2	2	-4	6	8	-3	-7
O=C(COC(=O)c1cccnc1)NC1CCCc2ccccc21 (centres undefined)	2	13	-15	-14	13	3	18	13	12	1	-9
O=C(CNC(=S)NC(=O)C1CCCCC1)c1ccccc1	-15	-33	-51	-4	-122	-30	11	-28	-1	8	-25
Cn1c(C(=O)NCCCN2CCCCC2)cc2sccc21	5	-3	0	3	5	-13	-25	-4	-9	-1	-12
CC1CCCCN1C(=O)CSc1nnc(-c2ccccc2O)o1 (centres undefined)	-25	-91	-96	-22	-29	-28	11	-73	1	17	-86
O=C(OCC(=O)N1CCOCC1)c1ccc2c(c1)OCCO2	-9	-41	-11	-1	-35	-7	-2	-10	-13	-3	-14
COc1ccc(OC)c(S(=O)(=O)N2CCC(C(=O)Nc3ccc(C)c(C)c3)CC2)c1	28	8	9	5	29	1	3	12	48	8	14
CN(Cc1c(F)cccc1Cl)C(=O)c1cccc(S(=O)(=O)NCc2ccccc2)c1	-17	-3	-6	0	-3	-1	-1	-27	-11	6	-21
O=C(CSc1c2c(nc3cc(Cl)ccc13)CCCC2)NCc1ccco1	-5	3	8	34	-11	5	-31	-5	8	-3	-4
Cc1nc2nc[nH]n2c(=O)c1NC(=O)c1cccc(OCC(C)C)c1	1	0	5	1	-18	-1	-4	10	2	-7	6

Compound profiles (already shown). Order of values: COUP-TFII inh, SRC2 inh, LRH-1 inv ag, CF NFkB block, TROY signal inh, EBV LMP1 NFkB, KKLEB cytotox, SRC3 inh, TWEAK Fn14 block, C8 TRAIL sens, SRC1 inh
COc1ccc(OC)c(S(=O)(=O)N2CCC(C(=O)Nc3ccc(C)c(C)c3)CC2)c1 reads 28, 8, 9, 5, 29, 1, 3, 12, 48, 8, 14
Cc1ccc(N2CC(C(=O)NC3CCSC3=O)CC2=O)cc1 (centres undefined) reads 10, -9, -2, 12, -8, -11, -7, 9, 7, -5, -6
Cn1c(C(=O)NCCCN2CCCCC2)cc2sccc21 reads 5, -3, 0, 3, 5, -13, -25, -4, -9, -1, -12
COCCN(CC(=O)Nc1cccc(C)c1C)C(=O)C1(c2ccccc2)CC1 reads 3, 0, 2, 13, -7, 3, 14, 8, -3, 1, -3

(continued)
SMILES	COUP-TFII inh	SRC2 inh	LRH-1 inv ag	CF NFkB block	TROY signal inh	EBV LMP1 NFkB	KKLEB cytotox	SRC3 inh	TWEAK Fn14 block	C8 TRAIL sens	SRC1 inh
O=C(O)c1cccc(NC(=S)NC(=O)c2ccc(-c3ccccc3)cc2)c1	-13	-59	-180	6	-58	-16	3	-73	1	3	-81
CC(C)(C)NC(=O)C(c1ccncc1)N(Cc1ccc(F)cc1)C(=O)c1ccc(-c2ccccc2)[nH]1 (centres undefined)	1	-19	-7	1	10	1	-11	13	8	9	-3
CCCC(=O)Nc1ccc(Cl)c(NC(=O)c2cccnc2)c1	9	-26	14	2	3	9	-2	0	7	13	4
COCCNC(=O)CC(NS(=O)(=O)c1ccc(NC(C)=O)cc1)C(C)C (centres undefined)	-12	-17	-3	-6	14	-16	7	5	-1	-4	-6
CC(CCc1ccccc1)NC(=O)C1CCN(S(=O)(=O)c2cnc[nH]2)CC1 (centres undefined)	20	-12	9	-8	-20	0	10	14	9	-15	-27
Cc1ccc(N(CC(=O)N2CC(=O)Nc3ccccc32)S(=O)(=O)c2ccc3c(c2)OCCO3)cc1	10	16	15	8	-7	-10	6	18	21	-1	1
CC(=O)c1c(C)oc2ccc(O)c(CN3CCOCC3)c12	6	-20	1	-4	1	-2	4	-14	4	0	-4
CCCc1cc(=O)[nH]c2nnc(SCC(=O)Nc3ccc(NC(C)=O)cc3)n12	-1	-10	15	-17	-2	-6	11	-2	-2	2	-10
COc1cccc(CC(=O)NC2CCCN(Cc3ccc(Cl)cc3)C2)c1 (centres undefined)	12	-6	10	-9	4	2	5	-3	-6	6	-16
CN(C)CCNC(=O)c1ccc(-c2cnn(C)c2)c2ccoc12	-19	-22	-8	-4	-11	.	7	-13	14	-2	-4
COc1ccc(Cn2c(CCC(=O)Nc3ccccc3)nc3cccnc32)cc1	6	-25	-15	3	-9	-7	-7	2	-8	17	-3
CCN(Cc1ccncc1)C(=O)c1cc(COc2ccc(OC)cc2Cl)on1	-28	-31	-30	-24	-51	-37	10	-29	-7	0	-46
COc1ccc(OC)c(S(=O)(=O)Nc2ccc3oc(C)c(C(C)=O)c3c2)c1	2	7	11	-5	3	-3	-2	-1	33	8	-44
CCn1c(=NC(=O)c2ccco2)sc2cccc(F)c21	-15	-47	-42	-9	-32	-27	7	-38	-24	7	-55
COc1ccc(-n2c(C)cc(C3=NNC(=NC4CC4)SC3)c2C)cc1	1	-66	-36	-29	-8	-3	14	-53	-4	4	-45
O=C(CN1C(=O)/C(=C/c2ccc(F)cc2)SC1=S)NC1C=CS(=O)(=O)C1 (centres undefined)	6	-6	9	-12	5	-7	-1	0	-19	-1	-32
COc1ccc([N+](=O)[O-])cc1NC(=O)c1ccco1	-8	2	1	-23	12	-1	12	-8	6	-1	14

Screening data deposited in PubChem BioAssay by several laboratories.
